# Screens from PubChem BioAssay.
# NR2E3 ag-1: activates human photoreceptor nuclear receptor NR2E3 | AID 2300 | Q9Y5X4 | GST-NR2E3/biotin-RetCOR TR-FRET, 1536-well | actives 0.12% (n = 320,000) | inhibition of corepressor binding, % at 4.78 µM;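 active means percent inhibition above the cutoff of mean plus 3 SD of all tested compounds, set per screening campaign, cut at about 20% in these data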;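 further: 0% = DMSO wells and 100% = biotin wells as full block of FRET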
# Target sequence (Q9Y5X4 whole entry, looked up): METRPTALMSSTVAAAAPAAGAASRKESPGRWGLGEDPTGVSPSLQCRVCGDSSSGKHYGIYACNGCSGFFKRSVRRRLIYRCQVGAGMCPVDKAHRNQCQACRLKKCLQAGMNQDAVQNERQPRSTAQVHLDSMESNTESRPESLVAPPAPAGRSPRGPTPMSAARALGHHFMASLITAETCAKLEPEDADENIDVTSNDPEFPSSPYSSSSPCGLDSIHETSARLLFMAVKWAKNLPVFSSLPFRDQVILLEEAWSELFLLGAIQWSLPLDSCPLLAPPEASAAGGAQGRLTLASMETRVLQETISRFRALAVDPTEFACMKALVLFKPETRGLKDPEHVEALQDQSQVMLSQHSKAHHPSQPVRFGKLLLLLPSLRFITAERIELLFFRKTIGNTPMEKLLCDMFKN
#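 Material: NR2E3–RetCOR corepressor complex | Quantity: 1.35 nM GST-tagged NR2E3 final | Schedule: 5 h at 4 °C | Replication: Singlicate compound wells | Reagent: RetCOR corepressor, biotinylated, 7 nM | Controls: Biotin wells as high control, 0.6% DMSO wells as low control | Signal: TR-FRET, Eu(K)-anti-GST donor, streptavidin-D2 acceptor, ex 340, em 617/671 nm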
# aDG glyco act: increases alpha dystroglycan glycosylation. AID 624168. Pro5-aDG cells, alpha-DG glycosylation AlphaScreen (IIH6); 0% Pro5, 100% B10-LARGE cell signal. actives 0.22% (n = 360,000). activation, % at 10 µM;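 active means activation of at least 8% versus controls, or a plate z-score of at least 8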;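 further: Pro5 are CHO cells carrying HIG-tagged alpha-DG that lacks glycosylation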
# HIF-2a inh: inhibitors of HIF-2a; actives 0.72% (n = 360,000); AID 624352; inhibition, % at 18.8 µM; 786-0 RCC cells HIF-2a reporter, luciferase luminescence, overnight;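 active means inhibition of the luminescence signal of 40% or more relative to plate controls, in a single-dose primary screen at 18.75 µM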
# CF NFkB block: cystic fibrosis NF-kB activation inhibition; actives 0.86% (n = 360,000); inhibition, % at 5 µM; KKLEB NF-kB-GFP reporter, PAF-induced, GFP fluorescence overnight; AID 588850;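 active means at least 50% inhibition at 5 µM, scaled per plate between neutral and stimulator controls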;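 further: PAF is a Pseudomonas aeruginosa culture filtrate used as stimulus; plate controls were PAF-stimulated DMSO wells for no effect and unstimulated DMSO wells for full effect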
# hiPSC survival: increases survival of single human iPS cells. actives 0.044% (n = 360,000). survival enhancement, % at 20 µM. hiPSC single-cell survival, ATPlite luminescence; 100% = ROCK inhibitor wells, 0% = DMSO; in the data active means survival enhancement above about 18%;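 further: cells exposed to compounds for 16 hours before the ATP read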
# Peg3 prom inh: reduces Peg3 promoter-driven luciferase expression in HeLa; HeLa PEG-Prom luciferase reporter, luminescence, overnight; inhibition, % at 20 µM; actives 1.7% (n = 360,000); AID 588405;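 active means inhibition of at least 50% at 20 µM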
# TWEAK-Fn14 inh: blocks TWEAK-Fn14 interaction in a reporter cell assay; TWEAK-stimulated Fn14 reporter cells, luciferase luminescence, 8 h; inhibition, % at 10 µM; actives 2% (n = 360,000); in the data active means inhibition above about 50%
# TRPM1 prom inh: inhibitors of MITF-driven TRPM1 promoter in melanoma cells. SK-MEL-5 TRPM1 promoter luciferase, 24 h. inhibition, % at 12.5 µM. actives 0.83% (n = 330,000);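 active means mean inhibition across replicates of 60% or more, whatever share of single replicates reaches that level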; further: values of inactives mirror those of a sister screen read the other way
# Shn3 3UTR inh: Schnurri-3 reporter inhibition in Clone20 osteoblasts; inhibition, % at 12.5 µM; Clone20 osteoblast Shn3 3'UTR firefly luciferase, 24 h; actives 0.52% (n = 360,000);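 active means mean inhibition of at least 75% with every replicate also reaching 75%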;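 further: 0% = median of neutral control wells and 100% = pilot-screen positive control compound; some compounds past the cut are filed as inactive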
# NR2E3 ag-2: human photoreceptor-specific nuclear receptor agonism; Q9Y5X4; actives 0.35% (n = 360,000); CHO-S Gal4-NCOR/VP16-NR2E3 two-hybrid, luciferase; inhibition of corepressor binding, % at 3.98 µM; AID 602229;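 active means inhibition above the mean of all tested compounds plus 3 SD, cut at about 70% in these data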;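 further: 0% = DMSO with NR2E3 transfected cells and 100% = cells lacking NR2E3 construct; higher means lower luciferase signal from less NR2E3 corepressor binding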
# KKLEB cytotox: reduces viability of KKLEB cystic fibrosis airway cells; KKLEB CF airway cells viability, ATPlite luminescence, overnight; hits give low values; cells stimulated with P. aeruginosa culture filtrate; activity change (cytotoxicity), % at 5 µM; actives 0.36% (n = 360,000); AID 602141;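 active means corrected activity change at or below -50% at 5 µM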
# * = called active by the depositor; nt = not tested or not shown.
SMILES,NR2E3 ag-1,aDG glyco act,HIF-2a inh,CF NFkB block,hiPSC survival,Peg3 prom inh,TWEAK-Fn14 inh,TRPM1 prom inh,Shn3 3UTR inh,NR2E3 ag-2,KKLEB cytotox
CC(=O)Nc1ccc(NC(=O)C2CC(=O)N(Cc3ccccc3)C2)cc1 (stereo not drawn),0,0.2,21,-1,0.1,-2,6,-7,15,-17,7
CCN(CC(=O)NCc1ccc(Cl)cc1)C(=O)/C=C/c1ccc(Cl)c([N+](=O)[O-])c1,-1,0.1,12,-17,-0.4,13,10,11,20,-22,-14
Nc1ccc(N2CCN(c3ccccc3)CC2)c(F)c1,1,0.2,-64,8,0.0,-54,-13,-20,-19,-6,1
Cc1cc(Br)ccc1NC(=O)CCN1C(=O)c2ccncc2C1=O,2,0.1,1,6,-0.6,3,-24,-3,1,0,-3
N/C(=N\OC(=O)CCN1C(=O)c2ccccc2C1=O)c1ccccn1,-1,0.3,10,6,-0.3,9,2,0,38,-10,0
COc1ccc(CCNC(=O)CC(C)S(=O)(=O)c2ccc3c(c2)NC(=O)CO3)cc1OC (stereo not drawn),4,-0.2,2,-11,-0.6,5,9,0,-11,-24,6
CCC(CC)NC(=O)c1cccc(Oc2ccccc2)c1,2,0.3,-27,-6,-1.5,-13,-16,-5,-8,-1,1
Cc1nnc(SCC(=O)N2CCOCC2)n1C,-3,0.0,13,5,-2.6,-7,5,1,5,-14,-4
COc1ccc(Cc2nc(C(=O)Nc3ccc(OC)cc3)cs2)cc1,-4,0.0,-97,8,-0.5,-68,-13,-2,6,-18,1
COC(C[C@@H](O)C[C@@H](O)[C@@H](C)OCc1ccccc1)OC,3,1.6,7,-23,2.2,5,14,3,-13,27,2

# Complete entries, quoted from the list. Values in the order: NR2E3 ag-1	aDG glyco act	HIF-2a inh	CF NFkB block	hiPSC survival	Peg3 prom inh	TWEAK-Fn14 inh	TRPM1 prom inh	Shn3 3UTR inh	NR2E3 ag-2	KKLEB cytotox
# Record of `N/C(=N\OC(=O)CCN1C(=O)c2ccccc2C1=O)c1ccccn1` : -1	0.3	10	6	-0.3	9	2	0	38	-10	0
# Record of `Cc1cc(Br)ccc1NC(=O)CCN1C(=O)c2ccncc2C1=O` : 2	0.1	1	6	-0.6	3	-24	-3	1	0	-3
# Record of `CC(=O)Nc1ccc(NC(=O)C2CC(=O)N(Cc3ccccc3)C2)cc1` (stereo not drawn) : 0	0.2	21	-1	0.1	-2	6	-7	15	-17	7
# Record of `CCC(CC)NC(=O)c1cccc(Oc2ccccc2)c1` : 2	0.3	-27	-6	-1.5	-13	-16	-5	-8	-1	1
# Record of `Cc1nnc(SCC(=O)N2CCOCC2)n1C` : -3	0.0	13	5	-2.6	-7	5	1	5	-14	-4

# Carrying on:
SMILES,NR2E3 ag-1,aDG glyco act,HIF-2a inh,CF NFkB block,hiPSC survival,Peg3 prom inh,TWEAK-Fn14 inh,TRPM1 prom inh,Shn3 3UTR inh,NR2E3 ag-2,KKLEB cytotox
O=C(Nc1ccc(Br)cc1Br)Nc1cccc2[nH]c([C@@H]3O[C@H](CO)[C@@H](O)[C@H](O)[C@H]3O)nc12,nt,0.1,-3,-54,-1.0,-7,16,nt,-29,-14,18
C#CC[N+](C)(C)CCCCCCCCCCCC,2,0.1,39,46,-0.8,87*,19,72*,77,5,-43
CCc1cccc2c(C(=O)COC(=O)/C=C/c3ccccc3OC)c[nH]c12,-2,-0.2,-5,-5,-0.3,-3,1,5,-8,2,1
COc1cccc(OCC(=O)NNC(=O)c2ccc3ccccc3c2O)c1,nt,-0.2,1,6,0.2,4,-4,10,-20,-12,-10
CC(Sc1nc(N)cc(=O)[nH]1)C(=O)NC1CCCCC1 (stereo not drawn),-2,0.3,9,-9,-0.3,0,-1,-5,-6,-15,5
O=C(Nc1cccc(-n2cnnn2)c1)C1CCCN(C(=O)Cc2cccc(Cl)c2)C1 (stereo not drawn),nt,0.1,-22,9,0.3,-15,-7,nt,-4,-28,2
C=C1N(c2ccc(Cl)cc2)C(=O)OC1(C)C,3,-0.1,4,2,2.7,0,6,21,-3,-11,6
CCOC(=O)c1c(NC(=O)C(C)N2CCN(S(=O)(=O)c3cccs3)CC2)sc2c1CCC(C)C2 (stereo not drawn),1,0.1,22,-1,-0.3,39,16,5,16,-7,1
CN1CCC(NC(=S)Nc2cccc([N+](=O)[O-])c2)CC1,2,0.0,-2,0,1.9,9,2,nt,-7,-12,-13
COc1ccc(NC(=O)C2CCCN(S(=O)(=O)c3c(C)n[nH]c3C)C2)cc1 (stereo not drawn),1,-0.1,7,1,0.6,-3,8,0,13,-5,1
CN(C(=O)CN1C(=O)c2cc(Cl)c(Cl)cc2C1=O)C1CCS(=O)(=O)C1 (stereo not drawn),2,0.0,-2,35,-0.3,-8,4,1,-4,-14,-2
O=C(Nc1cccnc1)c1cc(Cl)ccc1Cl,3,-0.1,4,-27,-0.4,5,-7,1,-15,-5,-16
O=C(O)c1ccc2nc3c(nc2c1)-c1ccccc1C3=O,0,0.4,9,7,-0.4,-3,-1,7,0,0,-9
O=C(NC1CCCCC1)c1ccc(-c2ccccc2[N+](=O)[O-])o1,-3,-0.1,-251,-10,-0.3,-269,-13,-10,-145,-87,0
COc1cc2c(cc1OC)CN(CC(=O)Nc1ccc3c(c1)OCO3)CC2,3,-0.1,19,1,-2.2,18,-32,-8,1,-13,-2
CN(c1ccc(C(=O)NCc2ccc3c(c2)OCO3)cc1)S(=O)(=O)c1ccccc1,0,-0.6,12,-18,-0.7,3,-3,9,1,-16,-10
Cc1ccc(CNC(=O)CN2C(=O)NC(C)(c3ccc(Cl)cc3)C2=O)cc1 (stereo not drawn),-4,0.1,21,0,-0.3,25,-9,-8,4,4,0
Cc1cccc(NC(=O)c2ccccc2Br)n1,-1,0.6,-94,-6,0.7,-72,7,-6,-6,-78,0
O=C(CCCOc1ccc(Cl)cc1Cl)N/N=C/c1cccc([N+](=O)[O-])c1,5,0.8,18,-1,-0.2,13,-7,8,9,-8,9
Cc1ccc2c(C(=O)CN3CCOCC3)c(C)[nH]c2c1,-2,-0.2,0,-1,0.9,15,9,-3,-9,18,3

# Gathered by group: the entries above containing an aryl thioether with sulfur outside any ring
SMILES,NR2E3 ag-1,aDG glyco act,HIF-2a inh,CF NFkB block,hiPSC survival,Peg3 prom inh,TWEAK-Fn14 inh,TRPM1 prom inh,Shn3 3UTR inh,NR2E3 ag-2,KKLEB cytotox
Cc1nnc(SCC(=O)N2CCOCC2)n1C,-3,0.0,13,5,-2.6,-7,5,1,5,-14,-4
CC(Sc1nc(N)cc(=O)[nH]1)C(=O)NC1CCCCC1 (stereo not drawn),-2,0.3,9,-9,-0.3,0,-1,-5,-6,-15,5

# The results go on.
SMILES,NR2E3 ag-1,aDG glyco act,HIF-2a inh,CF NFkB block,hiPSC survival,Peg3 prom inh,TWEAK-Fn14 inh,TRPM1 prom inh,Shn3 3UTR inh,NR2E3 ag-2,KKLEB cytotox
OCCN(Cc1ccccc1)CC1CC2C=CC1C2 (stereo not drawn),-2,0.2,5,-1,0.8,-1,8,-1,1,-17,7
O=S(=O)(Cc1ccccc1Cl)Nc1ccccn1,1,0.1,-28,4,-0.1,-9,11,-5,-10,25,-2
Cn1c(CNS(=O)(=O)c2cccc(Cl)c2)cc(=O)n(C)c1=O,-2,0.1,10,18,-0.3,4,1,2,-12,-19,-2
Cc1ccc2nc3c(cc2c1)CN(Cc1ccco1)C(=NCC1CCCO1)S3 (stereo not drawn),4,-0.5,28,-11,-0.6,26,18,-7,27,-16,0
CCC(C)(C)C1CCC(=NNc2nc3ccccc3[nH]2)CC1 (stereo not drawn),-1,-0.3,-26,-16,-3.4,-18,21,-6,-23,-62,11
OC(c1ccccc1)c1nc(-c2cccs2)cs1 (stereo not drawn),nt,0.0,-131,-34,3.4,-77,-27,nt,-38,-63,11
COc1ccc(CNCCNC(=O)c2nonc2N)cc1OC,0,-0.2,17,13,-0.8,17,-9,13,31,21,8
C=CCNC(=O)/C(C#N)=C/c1c(N2CCCCCC2)nc2ccccn2c1=O,1,0.0,-6,-25,-0.5,15,-29,-3,1,-12,-6
Nc1ccc(C2(c3ccc(N)cc3)OC(=O)c3ccccc32)cc1,-2,-0.1,20,11,-0.7,11,-12,15,11,15,4
CC(=O)c1ccc(NC(=O)CN2CCCCCC2)cc1,3,0.1,-71,2,-0.8,-51,-12,-23,-18,23,-6
Cc1csc2nc(COC(=O)CNC(=O)c3ccc(Cl)cc3)cc(=O)n12,-3,0.0,8,8,1.0,2,11,-5,-18,16,1
O=C(/C=C/c1ccccc1)Nn1cnc2ccccc2c1=O,1,-0.3,-20,-1,-3.8,-12,-2,-22,3,-50,0
CC(=O)Nc1cccc(C(=O)N/N=C/c2ccc(F)cc2)c1,0,-0.3,-144,4,-1.5,-157,39,-24,-30,-64,-8
O=C(Nc1ccc(N2CCN(c3ncccc3C(F)(F)F)CC2)nc1)c1cccs1,0,0.3,7,8,-0.5,104*,96*,17,42,7,-5
